PLCb3 inh – human PLC-beta3 inhibitors, primary screen, biochemical, fluorescence | 1-phosphatidylinositol 4,5-bisphosphate phosphodiesterase beta-3 (Homo sapiens), Q01970 | Purified PLC-beta3, fluorogenic substrate | inhibition, % at 12.2 µM | hit rate 0.18% among 370,000 | AID 720704, 2013; in the data active means inhibition above about 11%;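 further: 0% = median of compound wells on plate and 100% = full blocker control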
Tn7 DDE FP – inhibitors of Tn7 peptide binding to fibrin DD(E), primary screen, biochemical, fluorescence polarization, human fibrin, Tn7 probe; hit rate 0.13% among 370,000; AID 720508, 2013; FP displacement of FITC-Tn7 peptide from fibrin DD(E); 0% = median of compound wells per plate; inhibition, % at 8.3 µM; Fibrinogen beta chain (Homo sapiens), P02675;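 active means inhibition above the mean of compounds falling within the control limits plus 3 SD of them, cut at about 14% in these data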;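 further: 0% = plate median of compound wells and 100% = 10 µM Aha-Tn7 peptide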
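system = human fibrin DD(E) protein | quantity = DD(E) 2 µM final | medium = Tris/NaCl/CaCl2 buffer, pH 7.8 | also added = labelled Tn7 tracer, 0.1 µM | compound dosing = single point at 8.3 µM | timing = compound with protein 10 min, then 3 h after probe, room temperature | signal = FP measurement | benchmarks = Aha-Tn7 high control | repeats = one replicate per compound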
KLK7 zymogen act – proKLK7 zymogen activators, primary screen, biochemical, fluorescence intensity | Kallikrein-7 (Homo sapiens), P49862 | purified proKLK7, EDANS-DABCYL substrate fluorescence; 100% is mature enzyme control, 0% vehicle | activation, % at 7 µM | hit rate 0.9% among 370,000;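 active means activation above the mean of all tested compounds plus 3 SD, computed per campaign excluding outliers beyond control limits, cut at about 13% in these data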
Target sequence (P49862 whole entry, looked up): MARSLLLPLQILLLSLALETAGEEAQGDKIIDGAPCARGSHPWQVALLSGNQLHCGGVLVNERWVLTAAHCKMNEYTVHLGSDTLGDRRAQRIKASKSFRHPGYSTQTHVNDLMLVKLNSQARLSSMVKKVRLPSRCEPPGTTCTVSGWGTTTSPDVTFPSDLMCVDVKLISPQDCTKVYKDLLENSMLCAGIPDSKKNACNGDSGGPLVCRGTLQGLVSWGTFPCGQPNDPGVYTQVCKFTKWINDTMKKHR
sPLA2-III inh – human group III sPLA2 inhibitors, primary screen, biochemical, QFRET, BODIPY PC-A2 liposome substrate; Group 3 secretory phospholipase A2 (Homo sapiens), Q9NZ20; hit rate 0.56% among 370,000; inhibition, % at 12.2 µM; QFRET BODIPY PC-A2 liposome hydrolysis, fluorescence; AID 743126, 2013;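 active means inhibition above mean plus 3 SD of compounds lying within the high and low control bounds, cut at about 19% in these data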;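 further: 0% = median of test compound wells and 100% = no enzyme DMSO wells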
Target sequence (Q9NZ20 whole entry, looked up): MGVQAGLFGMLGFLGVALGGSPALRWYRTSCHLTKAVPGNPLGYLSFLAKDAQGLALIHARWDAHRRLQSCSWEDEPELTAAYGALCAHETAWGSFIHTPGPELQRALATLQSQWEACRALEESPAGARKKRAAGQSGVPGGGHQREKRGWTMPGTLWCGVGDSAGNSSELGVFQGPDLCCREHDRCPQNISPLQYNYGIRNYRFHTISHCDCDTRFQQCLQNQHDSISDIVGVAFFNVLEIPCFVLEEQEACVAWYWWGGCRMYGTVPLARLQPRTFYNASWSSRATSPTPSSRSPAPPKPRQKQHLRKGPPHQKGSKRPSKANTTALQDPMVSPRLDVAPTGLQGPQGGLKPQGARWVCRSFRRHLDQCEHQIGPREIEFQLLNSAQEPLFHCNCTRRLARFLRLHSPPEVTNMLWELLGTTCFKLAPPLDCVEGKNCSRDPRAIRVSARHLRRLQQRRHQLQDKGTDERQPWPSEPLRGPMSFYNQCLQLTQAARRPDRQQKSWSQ
ARFGAP1 inhibitor – inhibitors of rat ARFGAP1 GAP activity, primary screen, biochemical, fluorescence polarization, GDP tracer; ADP-ribosylation factor GTPase-activating protein 1 (Rattus norvegicus), Q62848; Arfgap1-stimulated ARF1 GTP hydrolysis, GDP FP detection; inhibition, % at 16.5 µM; hit rate 0.26% among 360,000; AID 651572, 2012;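 active means inhibition above a per-plate limit, mean inhibition of low control wells plus 3 SD, cut at about 25% in these data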;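 further: 0% = DMSO wells with enzyme and 100% = wells lacking Arfgap1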
Target sequence (Q62848 1-136 limits assumed): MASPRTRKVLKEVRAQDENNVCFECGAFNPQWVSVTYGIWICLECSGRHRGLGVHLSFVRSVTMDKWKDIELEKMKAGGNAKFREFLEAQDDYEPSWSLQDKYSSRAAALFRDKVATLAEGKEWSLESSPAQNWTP
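Material: truncated rat Arfgap1 GAP domain; Incubation: compound-enzyme preincubation 20 min, reaction 120 min, detection 60 min, 25 °C; Read-out: percent inhibition of Arfgap1-stimulated GTP hydrolysis; Technique: FP, GDP Alexa 633 tracer displaced from anti-GDP antibody, 620/688 nm; Controls: No-Arfgap1 wells (100%) versus DMSO full-reaction wells (0%); Replication: single well per compound.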
Rev-erbA mod – modulators of Rev-erb alpha DNA binding, primary screen, biochemical, FITC-DNA, fluorescence polarization, uHTS | hit rate 0.79% among 370,000 | Rev-erbα–FITC-DNA binding, 90 min | Nuclear receptor subfamily 1 group D member 1 (Homo sapiens), P20393 | activity, % at 10 µM;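 active means activity above about 14%, limit read from the data; passing the limit was not always enough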;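 further: 0% = DMSO wells with 35 nM protein and 100% = DMSO wells with 750 nM protein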
UHRF1 MBD2 ctr – UHRF1 methylated DNA binding inhibitors, primary screen, counter-screen for MBD2 inhibitor project, biochemical, TR-FRET, human UHRF1, single concentration; UHRF1 binding to methylated oligo; inhibition, % at 4.4 µM; hit rate 0.75% among 370,000; in the data active means inhibition above about 21%;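 further: UHRF1 SRA domain binding a hemimethylated CpG hairpin DNA probe; 0% = median of test compound wells and 100% = reference inhibitor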
Tn6 DDE FP – inhibitors of Tn6 peptide binding to fibrin DD(E), primary screen, biochemical, fluorescence polarization, human fibrin, Tn6 probe; Fibrin DD(E) TRITC-Tn6 fluorescence polarization displacement; inhibition, % at 8.3 µM; Fibrinogen beta chain (Homo sapiens), P02675; AID 720509, 2013; hit rate 0.21% among 370,000;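 active means inhibition above a per-campaign cutoff: mean of compounds within control limits plus 3 SD, cut at about 15% in these data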;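 further: 0% = median of all compound wells on the plate and 100% = blocking peptide control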
PLC-gamma1 inh – PLC-gamma1 enzyme inhibitors, primary screen, biochemical, fluorescence, purified enzyme. 1-phosphatidylinositol 4,5-bisphosphate phosphodiesterase gamma-1 (Homo sapiens), P19174. fluorogenic substrate. inhibition, % at 12.2 µM. hit rate 0.84% among 370,000. AID 720700, 2013; in the data active means inhibition above about 9.5%
ASAP1 inh – inhibitors of human ASAP1 ArfGAP activity, primary screen, biochemical, fluorescence polarization; Arf-GAP with SH3 domain, ANK repeat and PH domain-containing protein 1 (Homo sapiens), …; inhibition, % at 16.5 µM; hit rate 0.19% among 360,000; ASAP1-stimulated ARF1 GTP hydrolysis, GDP FP detection; in the data active means inhibition above about 25%;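 further: 0% = vehicle with enzyme and substrate and 100% = no enzyme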
Numbers without * were called inactive; i = inactive.

SMILES	PLCb3 inh	Tn7 DDE FP	KLK7 zymogen act	sPLA2-III inh	ARFGAP1 inhibitor	Rev-erbA mod	UHRF1 MBD2 ctr	Tn6 DDE FP	PLC-gamma1 inh	ASAP1 inh
Cc1nc2ccc(NC(=O)c3nn(CC(C)C)c(=O)c4ccccc34)cc2s1	-18	-5	-0.5	-22	5	8	-1	-3	-9	5
CSc1nnc(-c2ccccc2)n1N	0	6	0.4	4	-1	1	-1	7	-1	3
O=C(CNC(=O)c1cccs1)NCC(=O)OCc1c(F)cccc1Cl	3	-4	-0.6	3	6	2	-5	-5	2	-8
OCC[C@H]1C[C@H](O)[C@@H](O)[C@@]2(CCCO2)O1	3	-4	-0.3	1	8	1	2	7	3	6
COc1cc(CCc2ccccc2)c(C(=O)O)c(O)c1C/C=C(/C)CCC=C(C)C	-3	7	0.2	-45	1	2	-4	-2	-6	4
O=C(COC(=O)c1cc[n+]([O-])cc1)Nc1ccc([N+](=O)[O-])cc1C(F)(F)F	4	-5	-0.1	1	-7	3	2	7	3	1
FC(F)Oc1ccc(NC(=S)NCC2COc3ccccc3O2)cc1 (stereo not given)	-1	3	-0.2	-9	-4	-2	-5	-4	-1	4
Cc1cc(/C=C2/C(=N)N3C(c4ccccc4)=CSC3=NC2=O)c(C)n1-c1ccc(Cl)cc1	-1	-3	-0.4	7	3	-1	2	7	1	0
CCOc1ccc2nc(SCCNS(=O)(=O)c3ccccc3)sc2c1	4	2	0.0	-33	5	2	0	-1	8	-16
O=C(NCc1nnc(SCC(=O)N2CCCC2)o1)c1ccccc1F	-2	1	62*	0	-13	0	0	-5	-2	8
COc1ccccc1NC(=O)C1(C)Cc2ccccc2C(=O)O1 (stereo not given)	1	5	0.5	0	13	-5	-2	0	3	-2
COC(=O)C[C@H]1C=C[C@@H](NC(=O)C2CC2)[C@@H](CO)O1	2	-2	0.3	18	2	4	6	0	5	11
COc1ccc(-c2ccc([C@H]3[C@@H]4C=CCC[C@@]4(C)C(=O)N3Cc3ccccc3)c(F)c2)cc1OC	-8	4	-1.5	-17	0	2	-1	0	-4	-1
CC(=O)N1CCc2cc(S(=O)(=O)NC3CCCCC3)ccc21	-3	1	-0.2	-1	1	0	-1	0	0	0
O=C(NC1(C(=O)NC2CCCCC2)CCCCC1)c1ccc2c(c1)OCO2	3	-6	1.2	3	-10	-3	2	7	6	10
Cc1cc(C(=O)NCc2cccs2)n(-c2ccccc2)n1	5	1	0.3	2	12	4	-1	2	2	10
COCc1c(C(=O)N/N=C(/C)c2cccs2)nnn1-c1nonc1N	2	4	-0.2	8	-9	-2	-1	7	4	4
CCCCN1C(=O)C(=O)N(CC(=O)Nc2sc(C)c(C)c2C(=O)OC)C1=O	-5	4	-0.5	2	2	2	0	8	-6	-3
O=C(Cc1cccc2ccccc12)NC(=S)Nc1cccc(C(=O)O)c1	-3	-9	0.4	-15	-1	-1	-2	-4	0	-5
CCOc1cc(S(=O)(=O)N(CC)CC)ccc1Br	2	-11	0.2	0	-1	6	1	-5	5	-1

Structural class, the compounds so far containing a Cl atom.
SMILES	PLCb3 inh	Tn7 DDE FP	KLK7 zymogen act	sPLA2-III inh	ARFGAP1 inhibitor	Rev-erbA mod	UHRF1 MBD2 ctr	Tn6 DDE FP	PLC-gamma1 inh	ASAP1 inh
O=C(CNC(=O)c1cccs1)NCC(=O)OCc1c(F)cccc1Cl	3	-4	-0.6	3	6	2	-5	-5	2	-8
Cc1cc(/C=C2/C(=N)N3C(c4ccccc4)=CSC3=NC2=O)c(C)n1-c1ccc(Cl)cc1	-1	-3	-0.4	7	3	-1	2	7	1	0

Other results follow.
SMILES	PLCb3 inh	Tn7 DDE FP	KLK7 zymogen act	sPLA2-III inh	ARFGAP1 inhibitor	Rev-erbA mod	UHRF1 MBD2 ctr	Tn6 DDE FP	PLC-gamma1 inh	ASAP1 inh
COc1cccc(CC2(CO)CCN(Cc3cccn3-c3cccnc3)CC2)c1	-3	6	-0.6	-7	9	-3	0	-1	0	-2
CC(C)CC(OC(=O)c1ccco1)C(=O)NCC1CCCO1 (stereo not given)	4	0	-0.7	4	-10	3	3	8	-2	2
Fc1ccc2nc(Nc3nc4c(F)cc(F)cc4s3)sc2c1	-23	-3	-0.6	-2	10	53*	-3	-4	-20	12
CC(C)Oc1cccc(-c2nnc(SCC(=O)Nc3ccc4c(c3)OCCO4)n2N)c1	-1	1	0.3	-8	2	2	0	6	3	4
CCOc1cccc(C(=O)Nc2ccc(NC(=O)c3cc4ccccc4o3)c(OC)c2)c1	-4	1	-0.6	3	-2	-1	0	0	2	-3
O=C(COc1ccccc1)N(Cc1ccccc1)c1nc(-c2ccccc2)cs1	3	0	0.2	5	9	1	1	-5	1	0
Cc1ccc(CNC(=O)CC[C@H]2O[C@@H](n3cc(C)c(=O)[nH]c3=O)C[C@@H]2O)o1	-1	4	-0.5	7	-2	4	-1	6	1	5
CC(C)[C@H](NC(=O)N1CCn2c1nc1ccccc12)C(=O)N[C@H](C(=O)O)c1ccccc1	3	-2	-0.2	1	-6	-2	-1	2	5	16
COc1ccc(C2C(C(=O)c3ccccc3)=C(C)Nc3nc4ccccc4n32)c(OC)c1 (stereo not given)	-22	0	-0.2	4	-13	-7	2	0	-16	-4
COc1ccc(C(=O)Nc2ccc3[nH]ncc3c2)cc1OC	-3	-7	0.0	2	4	0	2	-6	-2	7
COC(=O)[C@]12CCCCC=C1N(Cc1ccc3c(c1)OCO3)C(=O)[C@H](CC(=O)NCC13CC4CC(CC(C4)C1)C3)C2	5	-7	0.4	-22	15	0	-2	-8	3	-13
O=C(CSc1nnc(NC(=O)c2cccc(Cl)c2)s1)NCC1CCCO1 (stereo not given)	-4	-2	-0.1	8	5	-2	5	-3	7	-13
COc1ccc(NC(=O)CCc2ccccc2)cc1S(=O)(=O)N1CCCCC1	-4	-1	0.3	-2	4	8	-2	-5	3	-5
CC1CCCCN1C(=O)CN1CCC(c2nc3ccc(Cl)cc3[nH]2)CC1 (stereo not given)	-1	4	0.0	-3	-2	4	0	1	-2	17
O=C(CSc1nc(=O)n2ccccc2n1)N1CCCc2ccccc21	3	5	-0.6	3	-9	-4	-1	-2	-1	12
COc1ccc(OC)c(CNc2ccc([N+](=O)[O-])cc2C)c1	-5	3	0.5	-12	1	4	-2	-3	-1	-1
COc1ccc2sc(-c3ccc(N(C)C)cc3)c(C#CCO)c2c1	i	1	-124	11	16	0	7	6	i	-5
CC1=C(CCN2CCN(C3CCCC3)C(CCO)C2)C(C)(C)CCC1 (stereo not given)	-2	0	-0.7	8	2	2	3	-5	-1	-1
CCCn1c(-c2ccc(F)cc2)n[nH]c1=S	-1	-5	0.1	13	5	0	1	-7	6	7
C=C1CCN([C@@H](Cc2ccccc2)C(=O)NCc2ccc(Cl)c(Cl)c2)S(=O)(=O)c2ccccc21	4	-1	0.4	-11	-9	3	1	-7	5	6
O=C(CCN1C(=O)/C(=C/c2ccccc2F)SC1=S)NCCCN1CCOCC1	-4	-1	-0.4	-5	-7	8	-5	-3	1	5
COc1cccc(NC(=O)C(Sc2nnc(-c3ccncc3)n2-c2ccc(Cl)cc2)c2ccccc2)c1 (stereo not given)	4	-2	0.1	-22	11	2	2	-9	11*	14
COc1ccccc1-n1nnnc1SCC(=O)N1CCCC1=O	-3	0	0.5	1	-11	1	0	9	-3	-4
Cn1c(N)c(C(=O)CN2CCc3ccccc3C2)c(=O)n(C)c1=O	1	-8	0.2	-2	13	-4	0	5	-1	2
Cc1cccc(CC2(O)C(=O)Nc3ccccc32)n1 (stereo not given)	0	-3	-0.4	9	8	1	6	5	5	-5
COC(=O)c1sccc1NC(=O)Nc1cc(C)ccc1C	-3	6	0.1	4	8	-5	9	-4	1	0
C[C@H]1CN([C@@H](C)CO)S(=O)(=O)c2ccc(C#Cc3ccccn3)cc2O[C@H]1CN(C)Cc1ccc(F)cc1	0	3	0.5	6	-2	2	0	0	-3	-2
NC(=O)c1sc2nc(-c3cccs3)ccc2c1N	i	4	1.9	1	-2	3	-7	9	i	12
NS(=O)(=O)c1ccc(NC(=O)CN2CCCCC2)cc1	-3	6	0.1	1	-17	3	-2	3	3	1
Cc1ccc2nc(/C(C#N)=C\c3ccc(N4CCOCC4)o3)[nH]c2c1	-226	6	-6.8	-8	10	-5	-6	-2	-187	7
CCN(CC(=O)Nc1ccc(OC)c(Cl)c1)CC(=O)NC(C)C	-8	0	-0.2	3	2	3	0	-3	1	6
O=C1c2ccccc2NC(c2ccccc2)N1c1ccc(O)cc1 (stereo not given)	-56	4	3.6	-28	-9	5	-2	-4	-40	8
OC(CN1CCN(c2cccc(Cl)c2)CC1)C(c1ccccc1)c1ccccc1 (stereo not given)	1	6	0.4	-14	1	7	0	3	1	5
COc1cc(C)c(C)cc1S(=O)(=O)N1CCN(Cc2ccccc2)CC1	-4	10	-0.4	-4	5	-2	3	-2	2	6
Cn1nnnc1SCc1cc(=O)n2ccsc2n1	3	5	0.1	-1	1	-5	1	1	-2	4
CCCCc1ccc(NC(=S)N2CCCC(CO)C2)cc1 (stereo not given)	0	-3	0.2	7	-2	3	0	5	-1	-4
O=C(CCSc1ccc(Br)cc1)c1ccc(O)cc1	-7	-3	-0.4	-14	2	6	-1	14	-2	-6
CCc1onc(C)c1C(=O)Nc1ccc(N2CCOCC2)cc1	-3	4	0.5	-1	-13	3	1	0	3	-8
Cc1c(C(=O)c2ccc3c(c2)OCO3)ccc2c1OCO2	-1	8	0.0	12	1	-7	2	-1	5	-1
COc1ccc(CCNC(=O)Cn2nnc(-c3cccc(OC)c3OC)n2)cc1OC	-1	12	-0.3	-2	3	3	0	1	-2	5
O=C(COc1ccc(/C=N/NC(=O)c2ccncc2)cc1)Nc1ccc([N+](=O)[O-])cc1	-3	7	0.2	2	-2	2	3	-3	-1	3

Bioassay records as filed in PubChem.
